Myeloid diff MLP – myeloid differentiation induction | ER-HoxA9 myeloid progenitors, lysozyme-GFP differentiation, flow cytometry | calls only at 10 µM | 1% of 360,000 active | AID 624256;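 active = normalized GFP-positive differentiation at or above the plate's own cutoff, the solvent-only control mean plus 3 SD; inconclusive = no clear call, values can overlap the other calls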;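 also: cells exposed to compound for four days before flow analysis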
HIV fusion peptide – inhibitors of HIV fusion peptide binding, primary screen, biochemical, uHTS, fluorescence dequenching (AID 1986) | cell-free peptide binding, fluorescence dequenching, 30 min; higher % means a stronger effect | inhibition, % at 20 µM, or IC50 in µM where a hit was titrated | 0.3% of 290,000 active; in the data active = inhibition mostly above about 52%, no sharp cut-off; inactive = mostly below about 76%; also: some results filed as inactive read as strong as hits
XIAP displacement – XIAP antagonists, biochemical, IAP family, fluorescence polarization (AID 1018). XIAP BIR domain, fluorescence polarization peptide displacement; higher % means a stronger effect. one-dose displacement, % at 20 µM; IC50 in µM for titrated hits. 0.007% of 200,000 active; in the data active = displacement above about 50%; also: a part of the inactive calls stands beside numbers as strong as those of hits
Lipid droplet – hepatic lipid droplet formation modulation; AML12 mouse hepatocytes, oleate lipid droplets, BODIPY imaging; inhibition, % at 6.5 µM; 0.4% of 240,000 active; AID 1656;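 active = lipid droplet intensity inhibited by at least 50%, with more than 500 cells counted; inconclusive = wells with under 300 cells, treated as cytotoxic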
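material = mouse AML12 hepatocyte cell line, fixed after treatment | also added = 100 µM oleic acid challenge | doses = compound at 6.5 µM only | schedule = overnight exposure | technique = Image-based BODIPY and DAPI two-channel analysis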
Siah-1 displacement – blockers of Siah-1 interaction with plectin peptide – biochemical, fluorescence polarization, rhodamine-plectin, uHTS, primary screen (AID 1817); displacement, % at 20 µM, or IC50 in µM where a hit was titrated; 0.02% of 290,000 active; Siah-1 / rhodamine-plectin peptide fluorescence polarization; higher % means a stronger effect;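 active = displacement of at least 50% at 20 µM, with a fluorescence ratio check between 0.3 and a set limit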;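 also: plate controls were Siah plus tracer with DMSO for no effect and tracer alone without Siah for full effect; strong numbers were not always called active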
LYP phosphatase – inhibitors of LYP phosphatase, biochemical, fluorescence intensity, uHTS (AID 1779); recombinant LYP phosphatase, fluorescence intensity; higher % means a stronger effect; inhibition, % at 11.5 µM, or IC50 in µM where a hit was titrated; 0.054% of 290,000 active;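 also: plate controls were vehicle with enzyme for no effect and no enzyme for full effect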
AID2073 – disruptors of CaV2.2 binding to Mint1 – biochemical, HTRF (AID 2073). 0.19% of 290,000 active. HTRF protein-protein interaction, Mint1-CaV2.2; higher % means a stronger effect. inhibition, % at 20 µM, or IC50 in µM where a hit was titrated; in the data active = inhibition mostly above about 51%, no sharp cut-off; inconclusive = no clear call, values can overlap the other calls; inactive = mostly below about 53%; also: some results filed as inactive read as strong as hits
HEK293 NOD2/NF-kB – inhibition of NOD2-driven NF-kB reporter – cell-based, luminescence, uHTS, HEK293 (AID 1566); HEK293 NOD2/NF-kB luciferase reporter, luminescence; higher % means a stronger effect; one-dose inhibition, % at 4 µM; EC50 in µM for titrated hits; 0.63% of 290,000 active; also: many of its hits are not listed in these tables
NS5 inhibitors – flavivirus cap methylation enzyme inhibition – biochemical, confirmation dose response, primary screen (AID 588689) | Dengue-2 NS5 methyltransferase capping enzyme assay, biochemical; higher % means a stronger effect | one-dose inhibition, % at 25 µM; IC50 in µM for titrated hits | 0.3% of 340,000 active; in the data active = a potency from the dose series; inconclusive = inhibition above about 29% without an active follow-up result
Lipid droplet cells 6.5 µM – second read-out of Lipid droplet, no call of its own (marks repeat the call); cell count; measured here: cell count, cytotoxicity flag;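 cells counted across two imaged fields per well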
NS5 inhibitors pilot replicate – recorded beside NS5 inhibitors, whose call it bears; inhibition, %; measured here: pilot screen replicate inhibition
Myeloid diff MLP GFP+ MAC1+ % – recorded beside Myeloid diff MLP, whose call it bears; GFP+ MAC1+ double positive, %; measured here: differentiation confirmed by MAC1 staining
* = called active by the depositor; i = inactive; ? = inconclusive; . = no result given. Rule as the data show it, unless noted: active = inhibition above about 50%; inactive = the rest. Only part of the results is shown (hit frequency here may not be typical).

SMILES	Myeloid diff MLP	Myeloid diff MLP GFP+ MAC1+ %	HIV fusion peptide	XIAP displacement	Lipid droplet	Lipid droplet cells 6.5 µM	Siah-1 displacement	LYP phosphatase	AID2073	HEK293 NOD2/NF-kB	NS5 inhibitors	others
COc1ccc(-c2nnc(SCc3nnc(-c4ccc(Cl)cc4)o3)n2-c2ccccc2)cc1	i	0.0	-1.2%	-20%	-10	771	-5%	9%	-9%	-14%	-2%
COc1cccc(NC(=O)Nc2ccc(CC(=O)O)cc2)c1	i	0.7	0.5%	-1.8%	6	719	0%	5%	5%	11%	-8%
COc1ccc(N(CCC#N)C(=O)/C(C#N)=C\c2cccs2)cc1	i	0.7	-0.4%	.	-9	729	5%	-8%	-18%	34%	4%
CCCc1nnc(NC(=S)Nc2ccccc2)s1	i	1.0	0.1%	-4.3%	17	691	6%	-6%	11%	-33%	-1%
Cc1csc(NC(=O)CCC(=O)N(CC(=O)NC2CCCC2)c2ccccc2)n1	?	.	0.6%	.	0	788	5%	-4%	-1%	15%	5%
Cn1c(SCC(=O)Nc2ccc(C(N)=O)cc2)nnc1-c1cccs1	i	0.4	-1.5%	.	0	758	-4%	-9%	1%	4%	2%
O=C(Nc1cccc(Cl)c1N1CCOCC1)c1ccco1	i	0.5	0.2%	.	-3	770	1%	2%	16%	-8%	1%
O=C(CSc1nnc(CNc2ccccc2)o1)N1CCCc2ccccc21	i	7.5	-2.5%	0.4%	.	.	-8%	-5%	38%	19%	-10%
COC(=O)Cc1c[nH]c2ccc(OCC(O)CNC(C)C)cc12 (centres undefined)	i	1.4	-1.9%	19%	.	.	1%	-15%	-3%	-4%	0%
Cc1ccc(CCNC(=O)CCS(=O)(=O)c2ccc3nc(C)sc3c2)cc1	i	14	-0.8%	.	-13	770	-4%	-14%	22%	14%	-1%
O=C(COC(=O)c1ccccc1Nc1ccccc1)NCc1ccco1	i	1.0	2.3%	-2.8%	9	745	-7%	-11%	?	-6%	-2%
OCCn1ccc(-c2ccccc2OCc2ccc(F)cc2)n1	i	0.6	0.3%	.	.	.	12%	-8%	6%	5%	-14%
Cc1ccc(-c2ccc(S(=O)(=O)NCc3ccco3)cc2)cc1	i	0.6	0.1%	-8.1%	1	720	-2%	-4%	24%	11%	-3%
COc1cccc(-c2csc(N3CCN(CC(=O)NNC(=O)c4ccco4)CC3)n2)c1	i	0.3	-0.1%	-12%	17	634	0%	-4%	13%	0%	-17%
COC(=O)c1sccc1NC(=O)c1ccccc1F	i	0.4	0.4%	.	.	.	2%	0%	11%	2%	-5%
COCC1=C(C(=O)OC)C(c2cccs2)n2ncnc2N1 (centres undefined)	i	0.9	2.5%	.	4	782	2%	-3%	5%	20%	0%
Nc1nc2c(F)c(F)c(F)cc2s1	i	0.6	0.7%	-2.3%	10	708	5%	3%	22%	8%	-7%
Cc1ccc(CN(C(=O)c2ccc(Cl)c([N+](=O)[O-])c2)C2CCS(=O)(=O)C2)o1 (centres undefined)	i	0.0	-1.1%	.	6	757	3%	-13%	8%	4%	-4%
COc1ccc(Cl)cc1NC(=O)Cn1c(=O)n2nc(C)nc2c2ccccc21	i	1.5	-0.4%	-11%	.	.	0%	-1%	-1%	-8%	-2%
Cn1c(=O)n(C)c2cc(/C=N/NC(=O)c3cc4cc(Br)ccc4o3)ccc21	i	1.1	6.7%	.	2	711	5%	0%	41%	-2%	-2%
Clc1ccc(CN2C3=NCCCN3c3ccccc32)cc1	i	0.8	-1.1%	-7.1%	.	.	-3%	-14%	-6%	2%	.
COc1cc(/C=C(/NC(=O)c2ccccc2Cl)C(=O)O)cc(OC)c1OC	i	1.6	-2.1%	-3.7%	.	.	-1%	-8%	6%	8%	2%
CCOc1ccc(S(=O)(=O)N2CCN(C)CC2)c(C)c1C	i	0.4	-0.9%	-1.4%	-10	699	4%	5%	-3%	-1%	.
O=C(c1ccc(Cn2c(=S)[nH]c3cc4c(cc3c2=O)OCO4)cc1)N1CCN(c2ccccc2)CC1	i	0.3	-1.8%	-11%	6	699	1%	12%	44%	17%	-5%
CC1=CCC(C(=O)O)C(C(=O)Nc2ccc(-c3nc4ccc(C)cc4s3)cc2)C1 (centres undefined)	i	0.2	33%	.	-4	720	42%	3%	10%	-35%	15%
Cc1ccc(-n2c(C)cc(C(=O)Cn3nc(C(=O)O)c4ccccc4c3=O)c2C)cc1	i	0.3	0.8%	-2.1%	-14	599	8%	0%	6%	-6%	-2%
NS(=O)(=O)c1ccc(NC(=S)N2CCc3ccccc32)cc1	i	0.4	-0.9%	.	13	741	0%	-6%	-31%	16%	-5%
Cc1cccc(S(=O)(=O)Nc2ccc(C)c3c2OC(C)(C)C3)c1	i	0.7	-1.3%	-4.2%	5	686	2%	-5%	7%	-16%	-5%
Cc1ccc(NS(=O)(=O)c2cc(C(=O)N3CCc4ccccc4C3)ccc2Cl)cc1	i	1.5	-3.4%	-3.5%	.	.	3%	4%	-4%	5%	1%
O=C(COC(=O)CCSc1ccc(Cl)cc1)Nc1ccc(F)cc1	i	0.2	0.7%	-7.7%	0	580	-2%	-2%	22%	23%	1%
CN(Cc1cnn(C)c1)C(=O)C1CCC(=O)N(C2CCCCCC2)C1 (centres undefined)	i	0.5	-0.1%	.	-13	663	-3%	-8%	11%	-7%	-1%
CC(=O)c1ccc(NC(=O)C2CC(=O)N(Cc3ccccc3)C2)cc1 (centres undefined)	i	2.6	-1.9%	-2.2%	11	781	4%	-2%	-1%	-31%	-2%
CCc1ccc(NC(=O)C(=O)N/N=C(\C)CC(=O)NCc2ccc(Cl)cc2)cc1	i	0.2	-1.3%	-6.3%	3	684	6%	1%	9%	6%	-3%
Cn1nnc(NCc2cc(Br)ccc2OCc2cccs2)n1	i	2.4	-0.4%	-1.2%	-5	679	3%	-3%	9%	-10%	-1%
COc1ccc(NS(=O)(=O)c2cc(-c3cnc(C4CC4)o3)ccc2C)cc1	?	.	-1.8%	.	-18	647	0%	-12%	11%	-17%	-9%
CCS(=O)(=O)N1CCC(C(=O)NCc2ccco2)CC1	i	6.1	-1.3%	-2.1%	.	.	4%	4%	-6%	6%	-1%
COC(=O)c1cccc(NC(=O)CSc2nc3cccnc3n2C)c1	i	0.6	-1.2%	-3.0%	.	.	-4%	-8%	-2%	27%	-2%
O=C(NC1CCCC1)C(c1ccccc1)N(Cc1ccc2c(c1)OCO2)C(=O)Cc1cccs1 (centres undefined)	i	0.6	0.2%	-7.5%	-2	740	8%	-1%	-4%	15%	3%
Cc1ccccc1C(=O)OC1CCCN(C)C1 (centres undefined)	i	0.5	1.5%	.	.	.	-3%	-13%	-1%	4%	-1%
CC(C)C[C@H](NC(=O)c1nc[nH]c1C(=O)N[C@@H](CCCCNC(=O)OC(C)(C)C)C(=O)OC(C)(C)C)C(=O)OC(C)(C)C	i	1.2	-0.1%	.	-2	664	0%	10%	12%	-43%	2%
COC(=O)C(C)Sc1nnc(-c2ccncc2)o1 (centres undefined)	i	3.5	-0.2%	3.4%	3	723	2%	0%	-2%	-9%	3%
COc1ccccc1-n1c(SCC(=O)NC(C)(C)C)nc(O)cc1=O	i	1.3	-0.9%	-2.4%	.	.	3%	-2%	0%	-2%	-4%
COc1ccc(N2CCN(CC(=O)Nc3cc(C)cc(C)c3)CC2)cc1	i	0.4	0.2%	.	28	786	2%	-9%	2%	8%	3%	NS5 inhibitors pilot replicate=-0.6
CCCC(C)NC(=O)C1CC(=O)N(CCc2ccc(F)cc2)C1 (centres undefined)	i	0.3	0.6%	.	1	822	-1%	-6%	-4%	-7%	3%	NS5 inhibitors pilot replicate=1.8
OC(c1nc2ccc(F)cc2[nH]1)C(O)c1nc2ccc(F)cc2[nH]1 (centres undefined)	i	0.4	0.6%	.	.	.	2%	-7%	22%	17%	-11%
NNC(=O)[C@H]1C[C@@H]1c1ccccc1	i	0.8	1.2%	1.5%	21	608	9%	-8%	-1%	8%	1%
NCCCC[C@H](NC(=O)C1CCNCC1)c1nnc([C@@H](N)CO)o1	i	2.1	1.6%	-2.6%	-1	717	13%	-10%	8%	3%	-6%
CC(c1ccncn1)N(C)Cc1nc(-c2ccc(C(F)(F)F)cc2)no1 (centres undefined)	i	0.0	-0.8%	-1.4%	2	773	-4%	-8%	-15%	-3%	-13%
CCOc1ccc(Oc2ccc(-c3nnc(-c4ccccc4)o3)cc2[N+](=O)[O-])cc1	i	0.6	1.4%	-0.7%	.	.	4%	-1%	-5%	17%	6%
Cc1cccc(C)c1OCC(=O)Nc1ncn[nH]1	i	1.0	-1.5%	-7.2%	5	722	6%	-11%	-1%	10%	-5%
COc1ccc(S(=O)(=O)N2CCOC23CCN(C(=O)c2c(F)cccc2Cl)CC3)cc1	i	0.0	-0.6%	.	-9	687	-1%	-7%	2%	14%	-5%

9 entries already listed, arranged by number of heavy atoms, smallest number first.
SMILES	Myeloid diff MLP	Myeloid diff MLP GFP+ MAC1+ %	HIV fusion peptide	XIAP displacement	Lipid droplet	Lipid droplet cells 6.5 µM	Siah-1 displacement	LYP phosphatase	AID2073	HEK293 NOD2/NF-kB	NS5 inhibitors	others
NNC(=O)[C@H]1C[C@@H]1c1ccccc1	i	0.8	1.2%	1.5%	21	608	9%	-8%	-1%	8%	1%
Cc1cccc(C)c1OCC(=O)Nc1ncn[nH]1	i	1.0	-1.5%	-7.2%	5	722	6%	-11%	-1%	10%	-5%
CCCC(C)NC(=O)C1CC(=O)N(CCc2ccc(F)cc2)C1 (centres undefined)	i	0.3	0.6%	.	1	822	-1%	-6%	-4%	-7%	3%	NS5 inhibitors pilot replicate=1.8
OC(c1nc2ccc(F)cc2[nH]1)C(O)c1nc2ccc(F)cc2[nH]1 (centres undefined)	i	0.4	0.6%	.	.	.	2%	-7%	22%	17%	-11%
COc1ccccc1-n1c(SCC(=O)NC(C)(C)C)nc(O)cc1=O	i	1.3	-0.9%	-2.4%	.	.	3%	-2%	0%	-2%	-4%
CC(c1ccncn1)N(C)Cc1nc(-c2ccc(C(F)(F)F)cc2)no1 (centres undefined)	i	0.0	-0.8%	-1.4%	2	773	-4%	-8%	-15%	-3%	-13%
CCOc1ccc(Oc2ccc(-c3nnc(-c4ccccc4)o3)cc2[N+](=O)[O-])cc1	i	0.6	1.4%	-0.7%	.	.	4%	-1%	-5%	17%	6%
COc1ccc(S(=O)(=O)N2CCOC23CCN(C(=O)c2c(F)cccc2Cl)CC3)cc1	i	0.0	-0.6%	.	-9	687	-1%	-7%	2%	14%	-5%
CC(C)C[C@H](NC(=O)c1nc[nH]c1C(=O)N[C@@H](CCCCNC(=O)OC(C)(C)C)C(=O)OC(C)(C)C)C(=O)OC(C)(C)C	i	1.2	-0.1%	.	-2	664	0%	10%	12%	-43%	2%

Assay outcomes as filed in PubChem BioAssay.
